WRN helicase inh: inhibitors of human WRN helicase | WRN helicase unwinding, fluorescent forked duplex, kinetic | Potency, µM (top dose mostly 114 µM), for the others: at the highest dose activity change, negative = inhibition, hits mostly inhibitors | hit rate 0.46% among 360,000 | AID 651768; further: potency means the concentration at half of the fitted maximal effect; on the % scale 0 is the no-effect control and ±100 the full control effect; nearly all actives have a fitted effect of over 55% in size
Target sequence (Q14191 whole entry, looked up): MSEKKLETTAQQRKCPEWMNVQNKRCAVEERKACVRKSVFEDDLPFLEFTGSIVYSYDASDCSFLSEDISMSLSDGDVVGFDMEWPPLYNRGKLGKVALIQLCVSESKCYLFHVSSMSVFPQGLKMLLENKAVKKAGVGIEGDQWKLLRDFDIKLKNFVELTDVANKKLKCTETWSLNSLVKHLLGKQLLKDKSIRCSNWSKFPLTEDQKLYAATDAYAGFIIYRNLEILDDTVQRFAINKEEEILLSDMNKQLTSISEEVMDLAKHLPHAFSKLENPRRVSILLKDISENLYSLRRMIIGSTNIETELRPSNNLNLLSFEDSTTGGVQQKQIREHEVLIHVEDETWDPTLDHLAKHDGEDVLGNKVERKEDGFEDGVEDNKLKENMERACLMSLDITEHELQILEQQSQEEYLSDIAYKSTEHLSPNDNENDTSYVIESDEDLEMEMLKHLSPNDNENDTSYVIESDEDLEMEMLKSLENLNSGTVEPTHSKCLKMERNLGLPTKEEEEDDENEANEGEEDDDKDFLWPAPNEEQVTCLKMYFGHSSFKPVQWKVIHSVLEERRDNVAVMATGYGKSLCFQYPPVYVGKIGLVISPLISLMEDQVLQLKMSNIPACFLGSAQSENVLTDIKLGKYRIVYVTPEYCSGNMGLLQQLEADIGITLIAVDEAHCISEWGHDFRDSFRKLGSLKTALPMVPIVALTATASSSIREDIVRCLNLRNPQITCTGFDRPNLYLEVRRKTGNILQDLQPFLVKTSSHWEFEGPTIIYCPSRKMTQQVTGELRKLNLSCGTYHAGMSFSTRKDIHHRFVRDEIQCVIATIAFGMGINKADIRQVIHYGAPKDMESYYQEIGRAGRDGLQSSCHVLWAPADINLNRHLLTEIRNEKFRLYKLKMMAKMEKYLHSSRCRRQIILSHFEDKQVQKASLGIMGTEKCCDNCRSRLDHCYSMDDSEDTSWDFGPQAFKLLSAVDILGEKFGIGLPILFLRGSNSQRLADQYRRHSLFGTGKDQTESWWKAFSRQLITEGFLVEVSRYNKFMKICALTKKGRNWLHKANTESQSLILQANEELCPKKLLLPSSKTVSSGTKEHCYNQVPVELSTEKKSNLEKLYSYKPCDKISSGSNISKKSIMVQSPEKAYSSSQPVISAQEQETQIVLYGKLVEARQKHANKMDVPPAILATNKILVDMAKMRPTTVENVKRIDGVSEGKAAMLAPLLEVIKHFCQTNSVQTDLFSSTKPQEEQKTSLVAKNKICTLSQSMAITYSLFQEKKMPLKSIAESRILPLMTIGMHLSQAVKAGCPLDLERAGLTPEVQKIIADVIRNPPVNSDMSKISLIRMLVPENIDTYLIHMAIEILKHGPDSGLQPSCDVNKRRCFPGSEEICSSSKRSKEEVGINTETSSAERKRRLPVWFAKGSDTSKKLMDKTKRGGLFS
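WRN at 20 nM final was preincubated with compound for 15 min at room temperature; reaction started with 100 nM forked duplex oligonucleotide carrying fluorophore and quencher plus 2 mM ATP (final). Unwinding followed kinetically by red fluorescence (ex 525/em 598 nm).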
KB-3-1 cytotox: kills parental KB-3-1 adenocarcinoma cells; KB-3-1 viability, CellTiter-Glo ATP luminescence, 72 h; Potency, µM (top dose mostly 46.1 µM), without a hit: at the top dose activity change, negative = cytotoxic, actives largely listed as cytotoxic; hit rate 1.4% among 400,000; further: potency means the concentration at half of the fitted maximal effect; on the % scale 0 is the no-effect control and ±100 the full control effect; nearly all actives have a fitted effect of over 60% in size
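KB-3-1 cells, DMEM (no phenol red) + 10% FBS; compound by pin transfer, 72 h, 37 °C. Readout: CellTiter-Glo luminescence after 10 min. Data normalized, curve-fitted.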
KB-V1 MDR tox: kills drug-selected multidrug resistant KB-V1 cells. KB-V1 MDR cells viability, CellTiter-Glo, 72 h. Potency, µM (highest dose often 46.1 µM), for inactives: at the top dose activity change, negative = cytotoxicity, usual class: cytotoxic. hit rate 3.4% among 400,000; further: potency means the concentration at half of the fitted maximal effect; on the % scale 0 is the no-effect control and ±100 the full control effect; nearly all actives have a fitted effect of over 60% in size
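KB-V1 cells (P-gp-expressing MDR subline of KB-3-1) in phenol-red-free DMEM with 10% FBS were exposed to library compounds over a concentration series for 72 h at 37 degrees C. Viability read by CellTiter-Glo luminescence; concentration-effect curves fitted after normalization.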
HT1080NT lethal: kills 2HG-producing HT-1080-NT fibrosarcoma cells; HT-1080-NT fibrosarcoma viability, CellTiter-Glo ATP luminescence, 48 h; Potency, µM (doses to about 46.1 µM), for the others: at the highest dose activity, negative = less viability, hits mostly cytotoxic; hit rate 1.6% among 360,000;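 further: NT is the 2HG producing partner of a matched IDH1 knockdown line; potency means the concentration at half of the fitted maximal effect; 0% = DMSO-treated cells and -100% = media-only wells without cells; nearly all actives have a fitted effect of over 55% in size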
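Compounds were tested in concentration-response format on HT-1080-NT cells for 48 hours at 37 degrees C. Cell viability came from CellTiter-Glo luminescence; curves were classified by r2, response magnitude and activity.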
ATXN2 expr inh: ATXN2 expression inhibition; HEK-293 ATXN2-luciferase reporter, luminescence, 24 h; Potency, µM (series often up to 57 µM), inactives show top-dose activity change, negative = inhibition, hits mostly inhibitors; hit rate 0.72% among 360,000; AID 1745845; further: potency means the concentration at half of the fitted maximal effect; on the % scale 0 is the no-effect control and ±100 the full control effect; nearly all actives have a fitted effect of over 55% in size
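ATXN2-luciferase reporter cells (luciferase flanked by upstream and downstream ATXN2 gene portions) were treated 24 h at 37 °C with compounds at up to 57 uM. SteadyGlo luminescence gave expression; GF-AFC fluorescence gave viability.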
MCF10A rerep: induces DNA re-replication in MCF 10a normal breast cells. Potency, µM (titrated, usually from 46.1 µM), for inactives: at the top dose activity, positive = re-replication, actives largely listed as activators. hit rate 2.9% among 350,000. MCF 10A DNA re-replication, Hoechst nuclear intensity, 48 h; further: potency means the concentration at half of the fitted maximal effect; % of control where 0% means no effect; nearly all actives have a fitted effect of over 50% in size
SW480 rereplic: induces DNA re-replication in SW480 colon adenocarcinoma cells; Potency, µM (top dose mostly 46.1 µM), inactives show at the highest dose re-replication activation, hits mostly activators; AID 624297; hit rate 1.8% among 340,000; SW480 DNA re-replication, Hoechst DNA content imaging, 48 h; further: potency means the concentration at half of the fitted maximal effect; % of control where 0% means no effect; nearly all actives have a fitted effect of over 55% in size
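Compounds, transferred as 23 nL by pin tool, were incubated with cells for 48 hr; DNA content per nucleus was then quantified by Hoechst staining and fluorescence plate imaging.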
IL1B secr inh: inhibitors of inflammasome signaling (IL-1 beta secretion); THP-1 LPS/ATP IL-1B secretion, AlphaLISA, 16 h; active compounds read low; activity change, % at 57.5 µM; hit rate 4.7% among 360,000; in the data active means activity change below about -50%; inconclusive means mostly about -30% to -49%; further: on the % scale 0 is the no-effect control and ±100 the full control effect
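THP-1 cells pretreated 1 hr with compounds (up to 57.5 uM final), then stimulated with LPS (250 ng/mL final) plus ATP (1.25 mM final); secreted IL-1B measured by AlphaLISA after 16 hr, decreased signal indicating inhibition.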
HT1080 IDH1KD tx: kills HT-1080 cells with IDH1 knockdown; Potency, µM (highest dose often 46.1 µM), inactives show top-dose activity, negative = toxicity, most hits filed as cytotoxic; HT-1080 IDH1 knockdown viability, ATP luminescence, 48 h; hit rate 2% among 360,000; AID 686971;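 further: potency means the concentration at half of the fitted maximal effect; 0% = DMSO wells and -100% = cell-free medium wells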
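Luminescent ATP read-out (CellTiter-Glo, 10 min at room temperature) after 48 h compound exposure at 37 °C gave viability of IDH1-knockdown HT-1080 cells. Activity was normalised to DMSO and cell-free wells, then fitted as concentration-response curves.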
* hit, by the source's call; ? = inconclusive; · = no result given; [ ] = dose if it differs, or a comment. Unless noted, the call rests on the fitted dose curve; in most records, active means well fitted curve in the direction sought with a large enough effect; inconclusive means small, poorly fitted or top-dose-only effect, or another doubt; inactive means no such curve, though single readings can be large; an effect the other way counts as inactive or inconclusive. Hits appear at their usual frequency (roughly 12% active in at least one column).

The first two entries as a preview:
SMILES | WRN helicase inh | KB-3-1 cytotox | KB-V1 MDR tox | HT1080NT lethal | ATXN2 expr inh | MCF10A rerep | SW480 rereplic | IL1B secr inh | HT1080 IDH1KD tx
CC(C)(C)NC(=O)CN(Cc1cccs1)C(=O)CCC(=O)Nc1nccs1 | -13% | 17% | -23% | 3% | 5% | ? | -3% | 17 | 13%
O=C(CSc1nnc2ncccn12)Nc1cccc2ccccc12 | 2% | ? | 43% | 0% | -14% | 2% | 2% | 15 | -8%

The whole of this part, previewed entries included:
SMILES | WRN helicase inh | KB-3-1 cytotox | KB-V1 MDR tox | HT1080NT lethal | ATXN2 expr inh | MCF10A rerep | SW480 rereplic | IL1B secr inh | HT1080 IDH1KD tx
CC(C)(C)NC(=O)CN(Cc1cccs1)C(=O)CCC(=O)Nc1nccs1 | -13% | 17% | -23% | 3% | 5% | ? | -3% | 17 | 13%
O=C(CSc1nnc2ncccn12)Nc1cccc2ccccc12 | 2% | ? | 43% | 0% | -14% | 2% | 2% | 15 | -8%
CC(NC(=O)CSc1ncnc2nc[nH]c12)c1ccccc1 (stereo not given) | -3% | 2% | ? | 1% | 4% | 6% | -6% | 33 | 1%
Cc1cccc(C(=O)NCC(=O)NCC(c2cccs2)N2CCOCC2)c1 (stereo not given) | -10% | -3% | 8% | -3% | 1% | 0% | -5% | -4 | 3%
O=C(ONC(=O)C1C2C=CC(C2)C1C(=O)NOC(=O)c1ccccc1)c1ccccc1 (stereo not given) | 0% | ? | ? | -16% | ? | ? | ? | -16 | ?
CCCNC(=O)C1(CC2CC(c3ccccc3)=NO2)CCNCC1 (stereo not given) | 1% | 6% | 53% | 3% | 13% | -23% | -2% | -18 | 3%
COc1ccc(C2CC(c3ccccc3)=NN2S(=O)(=O)c2ccc(C)cc2)c(OC)c1 (stereo not given) | -7% | -17% | ? | 5% | 3% | 5% | 22% | -6 | 6%
C=CCn1c(SCC(=O)c2cccs2)nc2sc(C)cc2c1=O | -4% | -13% | 7.3µM* | -18% | -8% | ? | 0% | -23 | ?
O=C(NNc1ccccn1)C(=O)NNS(=O)(=O)c1ccc(F)cc1 | -5%[57.1 µM] | -24% | ? | -12% | -22%[11.3 µM] | ? | ? | -11 | -27%
Cc1ccc(N(CC(=O)N/N=C/c2cccnc2)S(=O)(=O)c2ccccc2)cc1 | -2% | -5% | -6% | 0% | · | 0% | -43%[inhibitor] | -7 | 0%
COc1ccccc1NC(=O)C(=O)NCC(c1ccco1)N1CCc2ccccc21 (stereo not given) | -17% | -23% | -17% | -2% | -9% | 14% | ? | -8 | -2%
CCN(CC)C(=O)Cn1cc(S(=O)(=O)CC(=O)Nc2ccc3c(c2)OCCO3)c2ccccc21 | -5% | 3% | 3% | 0% | · | 0% | -8% | 0 | 12%
Oc1ccccc1CNCc1ccccc1 | 5% | 19% | -23% | -1% | -13% | 2% | -7% | ? | -3%
COC(=O)[C@H]1[C@H](c2ccccc2)[C@H](C(=O)OC)O[C@H]1c1ccccc1 | 13% | -5% | -1% | 20% | -1% | 0% | -141%[inhibitor] | 15 | 10%
COCC(C)NC(=O)Cc1ccc(Cl)cc1 (stereo not given) | -4% | 2% | 17% | 0% | -10% | -4% | 2% | 10 | 11%
CC(C)NC(=O)CCCN1C(=O)c2ccccc2Sc2ncccc21 | 6% | 8% | -1% | 0% | 7% | -7% | -5% | -6 | 13%
Nc1nn(-c2ccccc2)c(N)c1N=Nc1ccccc1 | 4% | ? | 5.8µM* | ? | 75%[activator] | 5.8µM* | 5.2µM* | 15 | 16µM*
COC(=O)c1ccc2ccccc2n1 | -4% | 0% | -8% | -2% | 12% | 3% | ? | 35 | 0%
Cc1onc(-c2ccccc2)c1C(=O)NC(=S)NNC(=O)c1ccc(O)cc1O | 5% | 4.6µM* | 3.3µM* | ? | ? | ? | -2% | 31 | -28%
CC1(C)CC(=O)C2=C(C1)OC(N)=C(C#N)C2C#Cc1ccccc1 (stereo not given) | -11%[57.1 µM] | 9% | 7% | ? | 9% | 8.9µM* | ? | -96* | ?
CN(CC(=O)NCC1CCCCC1)CC(=O)Nc1ccc(F)cc1 | 1% | -1% | -9% | -12% | · | 9% | -1% | -2 | -2%
CC(=O)Nc1cccc(NC(=O)c2cc([N+](=O)[O-])ccc2N2CCCCC2)c1 | 1% | 1% | -14% | -10% | · | 21% | -6% | 16 | -21%
Cc1nnc(SCC(=O)Nc2nc(-c3ccc(F)cc3)cs2)[nH]c1=O | -2% | 7% | 0% | 10% | 21% | 0% | -4% | 9 | 13%
N#Cc1ccccc1S(=O)(=O)N1CCN(C(=O)c2cc(=O)[nH]c3ccccc23)CC1 | 6% | 3% | 2% | -7% | 6% | -11% | 3% | 32 | 0%
Nc1cccc(C(=O)c2ccccc2C(=O)O)c1 | 3% | -8% | 1% | 2% | 3% | -6% | 1% | 39 | 1%

Other structures.
SMILES | WRN helicase inh | KB-3-1 cytotox | KB-V1 MDR tox | HT1080NT lethal | ATXN2 expr inh | MCF10A rerep | SW480 rereplic | IL1B secr inh | HT1080 IDH1KD tx
CC(C)CNc1nc2c(c(=O)n(C)c(=O)n2C)n1Cc1cccc(Br)c1 | -3% | -14% | -6% | -1% | 1% | -16% | -1% | 3 | -11%
COCCCn1nnnc1SCC(=O)Nc1nc(C)c(C)s1 | 1% | 16% | 10% | -1% | 10% | 2% | -6% | 10 | -16%
O=C(C1CCN(S(=O)(=O)c2cccnc2)CC1)N1CCN(C2CCCC2)CC1 | -6% | 11% | ? | 22% | 51%[activator] | 4% | 0% | -17 | 25%
Cc1cc(Br)ccc1NC(=O)CN(C)C(=O)COc1cccc2c1OC(C)(C)C2 | -8% | -18% | -12% | 11% | -4% | 11% | 2% | -8 | 24%
CCc1ccccc1NC(=O)c1ccc2snnc2c1 | -13% | 0% | 0% | -6% | 17% | 7% | 0% | -1 | 2%
CCCOc1ccc(N2C(=O)C3ON(c4ccccc4)C(CCC)C3C2=O)cc1 (stereo not given) | -12% | -11% | -3% | 0% | -10% | 2% | -3% | -6 | 12%
Cc1ccc(C(=O)Nc2ccccc2Oc2ccccc2)cc1[N+](=O)[O-] | -5% | -4% | ? | -17% | -2% | 0% | 3%[9.22 µM] | -15 | -1%
O=C(CSc1nccn1Cc1ccco1)Nc1ccccc1F | -20% | 7% | ? | 3% | 6% | 9% | 1% | 0 | -10%
CCCCNC(=O)Cn1nc(C)c(S(=O)(=O)N2CCOCC2)c1C | -3% | -14% | 3% | 12% | 5% | -3% | -9% | -4 | 7%
O=C(COc1ccc2c(c1)OCO2)NCc1cccs1 | -2% | 4% | 23% | 6% | 6% | -2% | 1% | 1 | 12%
O=C(Nc1ccccc1C(=O)NCCc1ccccc1)c1cnccn1 | -12% | 19% | -27% | 13% | 46%[activator] | 4% | -5% | 52 | 0%
Fc1ccc(Nc2nc(Oc3ccc4c(c3)OCO4)nc(N3CCOCC3)n2)c(F)c1 | 7% | 1% | 9% | 17% | ? | 1% | -1% | -20 | 8%
N#Cc1nc(-c2ccco2)oc1N1CCN(C(c2ccccc2)c2ccccc2)CC1 | -18%[57.1 µM] | -7% | 4% | ? | -11% | 3% | -7% | -19 | -2%[9.24 µM]
CCOC(=O)CSc1nnc(CNC(=O)c2ccc(S(=O)(=O)N3CCCCC3)cc2)n1C | 1% | 16% | -1% | 12% | 10% | 25% | -17% | 12 | -1%
O=C(Nc1ccc2c(c1)OCCO2)c1c(F)cccc1F | 1% | 10% | ? | 9% | 14% | -2% | 0% | -13 | 11%
COc1ccc(C2C(C(C)=O)=C(O)C(=O)N2c2ccccn2)cc1 (stereo not given) | -27% | -14% | -28% | 0% | -10% | 14% | 0% | 4 | 0%
COc1ccc(C(=S)N2CCOCC2)cc1OC(=O)c1cccc([N+](=O)[O-])c1 | -4% | 16% | 4% | -4% | 3% | 23% | 2% | 14 | 4%
CCC(=O)N1CCc2cc(Br)cc(S(=O)(=O)NC3CCN(Cc4ccccc4)CC3)c21 | -3% | ? | ? | 1% | 0% | -1% | 12% | -8 | -2%
COc1ccc(NC(=O)NCc2ccccn2)cc1OC | 3% | 18% | 20% | 8% | -1% | 2% | 2% | 9 | 1%
O=C(O)/C=C/C(=O)Nc1ccc(Cl)cc1C(=O)c1ccccc1 | 0% | -1% | 20% | -2% | -1% | -11% | -40%[inhibitor] | -26 | -2%
CCC1=NN2C(=N)/C(=C/c3cc(C)n(Cc4ccccc4)c3C)C(=O)N=C2S1 | -26% | 1% | 15% | 3% | -9% | ? | -2% | 10 | 2%
COc1ccc(N2CCN(S(=O)(=O)CCNC(=O)c3ccc(Br)o3)CC2)cc1 | -6% | 5% | -16% | -2% | 1% | -1% | ? | 1 | 0%
CCCN(CCC)C(=O)CCSCCC(=O)N(CCC)CCC | 10% | 0% | 18µM* | 3% | 19% | 1% | -1% | -1 | 9%
CCCCC1=CC2=CC(=O)C(C)(OC(=O)CC)C(=O)C2=CO1 (stereo not given) | -30% | -4% | -11% | 0% | -3% | 11% | 3% | 24 | -2%
NS(=O)(=O)c1ccc(CNC(=O)C(Cc2ccccc2)NS(=O)(=O)c2ccccc2F)cc1 (stereo not given) | 5% | -1% | 10% | 8% | · | 2% | 3% | 0 | -5%
CC(OC(=O)c1ccccc1NCCO)C(=O)NC1CCCCC1C (stereo not given) | -6% | 0% | 9.2µM* | 2% | -10% | 6% | 4% | 0 | 1%
Cn1cncc1C(=O)c1ccccc1 | 13% | 4% | 11% | -2% | 22% | 1% | -48%[inhibitor] | 25 | 6%

Compound activity as filed in PubChem.
